Screening data deposited in PubChem BioAssay by National Center for Advancing Translational Sciences (NCATS).
ELG1 genotoxic – genotoxicity induction in ELG1-luciferase HEK293T cells | HEK293T ELG1-luciferase reporter, luminescence, 16 h | hit rate 1.3% among 330,000 | AID 504466 | Potency, µM (top dose mostly 46 µM), without a hit: at the top dose activity change, positive = activation, most hits filed as activators; also: potency is read from the fitted curve at half-maximal effect; % of control where 0% means no effect; nearly all actives have a fitted effect of over 60% in size
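Luminescence read-out: rising ELG1-luciferase signal, reflecting elevated ELG1 protein under genetic stress, flags genotoxic compounds. Cells were treated for 16 hr at 37 °C before ONE-Glo detection.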
Gal4-VP16 FLuc – counter-screen for ROR gamma inhibitors: Gal4-VP16 reporter; Drosophila S2 Gal4-VP16 UAS-luciferase, luminescence, 20 h; Potency, µM (top dose mostly 53.6 µM), inactives show at the top dose activity, negative = inhibition, most hits filed as inhibitors; hit rate 3.5% among 310,000; AID 2546;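 also: Gal4-VP16 expression switched on by copper sulfate through the metallothionein promoter; potency is read from the fitted curve at half-maximal effect; % is scaled to controls: 0 for no effect and ±100 for the full control effect; nearly all actives have a fitted effect of over 50% in size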
uPA surface inh – blocks generation of uPA at the cell surface; cell surface uPA generation assay, qHTS; Potency, µM (doses to about 38.3 µM), without a hit: top-dose activity change, negative = inhibition, most hits filed as inhibitors; hit rate 0.31% among 330,000; AID 540303; active = well fitted inhibition curve with a large enough effect; inconclusive = small, poorly fitted or top-dose-only effect; inactive = no such curve, though single readings can be large or run the other way; tested in mouse RAW 264.7 cells; also: potency is read from the fitted curve at half-maximal effect; % is scaled to controls: 0 for no effect and ±100 for the full control effect; nearly all actives have a fitted effect of over 55% in size
KCNH2 3.1 inh – blocks the human KCNH2 3.1 channel isoform | U2OS KCNH2 3.1, thallium flux FluxOr; hits give low values | activity change, % (tested at about 1.8 µM) | hit rate 0.95% among 340,000 | AID 720553;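 active = maximum activity change below -70%; inconclusive = maximum activity change from -70% to -50%; inactive = maximum activity change above -50%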;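 also: thallium influx rate constant from kinetic fluorescence after stimulation buffer; % is scaled to controls: 0 for no effect and ±100 for the full control effect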
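Kinetic fluorescence (2 min after stimulation buffer) measures Tl+ influx through KCNH2 3.1 expressed by viral transduction in U2OS cells; the rate constant is normalized against DMSO controls serving as positive and negative references.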
Rab9 promoter act – activators of Rab9 promoter; Potency, µM (doses to about 9.22 µM), for the others: at the top dose activation, negative = inhibition, most hits filed as activators; hit rate 2.8% among 320,000; Huh7 Rab9 promoter-luciferase reporter, luminescence, 24 h; also: potency is read from the fitted curve at half-maximal effect; % of control where 0% means no effect; nearly all actives have a fitted effect of over 60% in size
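Promoter activation is measured as luciferase luminescence in Huh7 cells stably transfected with a Rab9 promoter–luciferase construct, following 24 h compound exposure at 37 °C and 10 min reagent incubation at ambient temperature.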
FLuc counter – counter-screen for miR-21 project: firefly luciferase inhibitors or activators | hit rate 6.9% among 360,000 | purified FLuc, Km substrates, luminescence inhibition | Potency, µM (series often up to 57.5 µM), inactives show at the top dose activity change, negative = inhibition, most hits filed as inhibitors | AID 588342;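 also: potency is read from the fitted curve at half-maximal effect; plate controls were vehicle for no effect and reference inhibitor for full effect; nearly all actives have a fitted effect of over 55% in size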
Target sequence (P08659 whole entry, looked up): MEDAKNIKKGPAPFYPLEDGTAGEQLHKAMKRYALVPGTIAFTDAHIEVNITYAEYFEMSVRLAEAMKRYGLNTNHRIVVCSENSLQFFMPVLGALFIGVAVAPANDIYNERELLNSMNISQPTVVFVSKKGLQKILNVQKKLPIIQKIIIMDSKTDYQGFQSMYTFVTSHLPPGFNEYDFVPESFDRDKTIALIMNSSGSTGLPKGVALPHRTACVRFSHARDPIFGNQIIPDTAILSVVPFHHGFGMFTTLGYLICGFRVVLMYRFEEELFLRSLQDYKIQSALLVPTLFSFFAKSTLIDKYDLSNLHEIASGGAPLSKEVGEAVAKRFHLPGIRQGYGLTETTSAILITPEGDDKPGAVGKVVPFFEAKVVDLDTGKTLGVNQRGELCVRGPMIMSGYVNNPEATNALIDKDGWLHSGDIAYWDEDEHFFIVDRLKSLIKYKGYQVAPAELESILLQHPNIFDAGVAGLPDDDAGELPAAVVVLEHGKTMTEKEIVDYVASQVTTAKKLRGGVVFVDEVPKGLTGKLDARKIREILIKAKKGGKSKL
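Purified P. pyralis luciferase (10nM final) with 10uM D-luciferin and 10uM ATP (Km levels) in 50mM Tris acetate pH 7.5, 10mM Mg acetate, 0.01% Tween-20, 0.05% BSA; qHTS 6-point titration, ~60 µM downward; luminescence read.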
Tb PFK block – T. brucei PFK enzyme inhibition. AID 485367. Potency, µM (top dose mostly 57.5 µM), without a hit: top-dose activity, negative = inhibition, actives largely listed as inhibitors. T. brucei PFK, ADP-Glo luminescence. hit rate 0.17% among 330,000;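 also: potency is read from the fitted curve at half-maximal effect; 0% = uninhibited 1x PFK enzyme wells and -100% = no-enzyme wells; nearly all actives have a fitted effect of over 60% in size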
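Compounds were pin-transferred as a titration series up to 57 uM into substrate buffer (0.5 mM F6P, 0.1 mM ATP, pH 8.0), then 1.25 nM PFK was added and reactions ran 45 min before ADP-Glo detection.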
NPC1 prom act – activates the NPC1 promoter; Huh7 NPC1 promoter luciferase reporter, 24 h; Potency, µM (doses to about 9.22 µM), inactives show at the highest dose activation, hits mostly activators; hit rate 2.4% among 320,000;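 also: potency is read from the fitted curve at half-maximal effect; % of control where 0% means no effect; nearly all actives have a fitted effect of over 60% in size; reporter is driven by a mutant NPC1 promoter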
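Huh7 cells stably carrying NPC1 promoter–luciferase, plated in Opti-MEM with 10% FBS for 2 h, were exposed to compound in DMSO for 24 h at 37 °C; luciferase reagent was added for 10 min and luminescence read.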
Giardia killer – Giardia lamblia killing | Giardia lamblia trophozoite viability | activity change, % at 7.66 µM, hits read low | hit rate 0.15% among 340,000 | AID 540267; in the data active = activity change below about -80%; inconclusive = between about -30% and that limit;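 also: parasites exposed to compound for two days anaerobically before the ATP read; % is scaled to controls: 0 for no effect and ±100 for the full control effect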
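Giardia lamblia trophozoites (100 cells/well) were incubated with compounds for 48 h at 37 deg C under anaerobic conditions. Viability was read as ATP content by one-step luminescence after 15-30 min at room temperature.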
RORgamma inh – inhibitors of mouse ROR gamma transcriptional activity. hit rate 5.4% among 310,000. Drosophila S2 Gal4-RORgamma UAS-luciferase reporter, 20 h. P51450. Potency, µM (highest dose often 53.6 µM), inactives show at the top dose activity change, negative = inhibition, hits mostly inhibitors; also: potency is read from the fitted curve at half-maximal effect; % is scaled to controls: 0 for no effect and ±100 for the full control effect; nearly all actives have a fitted effect of over 60% in size
Target sequence (P51450 whole entry, looked up, the tested form may be a part): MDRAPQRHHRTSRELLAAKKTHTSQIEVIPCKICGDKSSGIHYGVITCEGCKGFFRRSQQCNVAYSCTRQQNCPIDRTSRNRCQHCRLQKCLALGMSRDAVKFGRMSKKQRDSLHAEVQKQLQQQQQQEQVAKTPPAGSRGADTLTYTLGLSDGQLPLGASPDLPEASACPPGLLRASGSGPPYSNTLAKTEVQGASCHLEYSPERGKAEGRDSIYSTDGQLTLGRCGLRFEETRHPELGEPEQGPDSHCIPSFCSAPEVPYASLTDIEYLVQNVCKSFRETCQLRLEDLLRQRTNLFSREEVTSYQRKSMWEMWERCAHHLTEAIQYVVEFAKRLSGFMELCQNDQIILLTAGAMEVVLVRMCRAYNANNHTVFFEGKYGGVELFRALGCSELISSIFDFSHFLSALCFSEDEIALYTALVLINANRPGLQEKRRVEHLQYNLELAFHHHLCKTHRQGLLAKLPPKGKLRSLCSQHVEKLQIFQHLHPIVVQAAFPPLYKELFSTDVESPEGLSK
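Stably transfected Drosophila Schneider cells are the test system, with ROR gamma fused to Gal4 and luciferase under UAS control; luminescence is read after 20 hr of 700 uM copper sulfate induction at ambient temperature.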
Coupling enz – coupling enzyme interference in Giardia aldolase counter-screen. coupling enzyme system counterscreen, AmpLite Red fluorescence. activity change, negative = inhibition, % at 58.2 µM, hits read low. hit rate 0.67% among 290,000; in the data active = activity change below about -30%; also: % is scaled to controls: 0 for no effect and ±100 for the full control effect
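Coupling enzymes only (glyceraldehyde-3-phosphate) + compound, at 57.5 uM final, 10 min RT; add substrate/coupling/AmpLite Red mix, 20 min RT; fluorescence ex 525/em 598 nm. Actives flag coupling-system interference.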
Starred values were filed as active, the others as inactive; ? = inconclusive; · = no result given; & = joins results of further samples; [ ] = dose if it differs, or a comment. Unless noted, calls follow the shape of the dose curve; as a rule, active = well fitted curve in the direction sought with a large enough effect; inconclusive = small, poorly fitted or top-dose-only effect, or another doubt; inactive = no such curve, though single readings can be large; an effect the other way counts as inactive or inconclusive. Not a hit list; any-hit rate near 14%.

SMILES	ELG1 genotoxic	Gal4-VP16 FLuc	uPA surface inh	KCNH2 3.1 inh	Rab9 promoter act	FLuc counter	Tb PFK block	NPC1 prom act	Giardia killer	RORgamma inh	Coupling enz
CC(/C=N/NC(=O)c1ccccc1F)c1ccccc1 (stereo not given)	0%	8%	4%	-1	2%	-6%	-2%	-3%	10	-11%	6
CC(=O)Nc1ccc2c(c1)ncn2-c1ccc(C)cc1	9.2µM*	-27%	-5%	7	1.8µM*	5.4µM*	1%	1.1µM*	-17	-39%	5
COc1ccccc1-n1cnnc1SCC(=O)N1CC(=O)Nc2ccccc21	3%	0%	6%	-5	2%	7%	2%	-5%	-9	-18%	2
C/C(=N\Nc1cccc([N+](=O)[O-])c1)c1ccccc1O	?	19%	2%	-2	?	19µM*	2%	2%	7	14%	-8
Cc1cccn2c(=O)c3cc(C#N)c(=NC(=O)c4cccs4)n(CCCOC(C)C)c3nc12	-6%	-12%	-5%	-22	3%	1%	1%	-1%	29	-10%	6
O=C(C1=C[C@@H](c2ccc3c(c2)OCO3)C[C@@H](OCCCCO)O1)N1CCN(Cc2ccc3c(c2)OCO3)CC1	-9%	-7%	8%	-20	-6%	6%	0%	-2%	0	2%	2
Cc1ccccc1OCC(=O)N/N=C/C=C/c1ccccc1	3%	-9%	0%	-2	-5%	-9%	-1%	0%	4	?	1
COc1ccc(/C=C(\C#N)C(=O)NCc2cccs2)cc1OC	0%	0%	-3%	-25	0%	-13%	-5%	-3%	0	-7%[10 µM]	2
COc1ccccc1OCc1ccc(C(=O)NCC2CCCO2)o1 (stereo not given)	-1%	-15%	3%	14	-2%	3%	1%	-4%	-3	-2%	0
Cc1noc(C)c1S(=O)(=O)N1CCC(C(N)=O)CC1	3%	2%	-1%	?	9%	3%	0%	1%	-5	-9%	·
C=CCn1c(COc2ccccc2)nnc1SCc1ccc(C#N)cc1	1%	-2%	4%	-6	-4%	3%	0%	-4%	-18	17%	1
COC(=O)NNC(=O)COc1cc(C)c(Br)cc1C(C)C	-6%	-8%	2%	20	1%	0%	1%	-3%	-7	-5%	3
Nc1nnc(SCC(=O)Nc2ccccc2N2CCOCC2)s1	-1%	14%	7%	10	-3%	2%	16%	-1%	6	-22%	0
COC(=O)C1=C(C)N(Cc2ccccc2)C(=O)N[C@H]1c1cccc(C(F)(F)F)c1	-3%	3%	0%	·	-6%	5%	0%	-1%	-1	13%	0&1
CCOC(=O)C1CCN(C(=O)c2cc3c(C)cc(C)cc3[nH]2)CC1	0%	2%	1%	10	0%	0%	2%	2%	-18	16%	3
O=[N+]([O-])c1cc(S(=O)(=O)Nc2ccccc2)ccc1NCc1cccnc1	1%	-9%	-6%	-1	-7%	9%	-5%	-1%	-2	35%	-2
CNC(=O)c1cccc(NC(=O)c2ccccc2OCc2ccccc2)c1	-15%	-11%	-3%	4	0%	1%	-10%	-2%	3	4%	0
CCc1ccc(-c2nc(CN3CCC(C(=O)NCCN(CC)c4ccccc4)CC3)c(C)o2)cc1	3%	-5%	-4%	-112*	-4%	-19%	0%	0%	17	-2%	4
CCOC(=O)c1c(C)c(C(=O)NCCCN2CCCC2=O)c(C)n1CC	-6%	-1%	·	-2	0%	1%	0%	-1%	-16	0%	2
CC(Oc1ccc2c3c(c(=O)oc2c1)CCCC3)C(=O)NC1CC(C)(C)NC(C)(C)C1 (stereo not given)	5%	-11%	-6%	0	-3%	-1%	0%	0%	0	4%	·
C=CCN1C(=O)c2ccc(C(=O)N(C)Cc3ccc(C)o3)cc2C1=O	12%	·	3%	9	5%	-20%	2%	-3%	-15	·	·
Cc1ccccc1NC(NC(=O)OCCn1c([N+](=O)[O-])cnc1C)C(Cl)(Cl)Cl (stereo not given)	0%	-25%	5%	1	-5%	1%	-3%	-3%	-82*	?	-5
c1ccc(C2(c3ccccc3)OCC(Cn3cncn3)O2)cc1 (stereo not given)	-5%	1%	-3%	2	1%	-2%	1%	-4%	-10	15%	4
O=C(CN(Cc1ccccc1F)C(=O)c1csnn1)NCc1ccc2c(c1)OCO2	0%	1%	14%	3	1%	-1%	1%	-2%	13	19%	1
CC(=O)N1C(=O)N(C)C2C1N(C)C(=O)N2C(C)=O (stereo not given)	0%	-6%	·	·	-7%	1%	-1%	-3%	·	5%	2
Cc1ccc(N2C(=O)C3N=NN(CC(=O)N4N=C(c5cccc6ccccc56)CC4c4ccccc4)C3C2=O)cc1 (stereo not given)	-4%	26%	-3%	-4	0%	-1%	0%	-5%	-22	-9%	-4
CN(C)/C=C/C(=O)c1cnc(-c2ccccc2)s1	?	?	-2%	1	1.4µM*	11µM*	0%	2µM*	-14	?	6
Cc1nn(CC(=O)NC(C)CCc2ccccc2)c(=O)c2nn(-c3ccccc3)c(C)c12 (stereo not given)	-6%	-7%	1%	-10	-1%	5%	-4%	-1%	33[activator]	-6%	9
Cc1ccc(CNC(=S)Nc2ccc(NS(=O)(=O)c3ccc(C)cc3)cc2)cc1	-12%	?	-24%	12	-9%	0%	1%	-3%	-13	?	·
COc1ccc(C(CCNCc2ccc(OC(C)C)cc2)C(C)C)cc1 (stereo not given)	-11%	?	-6%	-23	-11%	1%	2%	-1%	-9	13µM*	-1
O=C(Nc1cccc(-n2cnnn2)c1)c1cccs1	0%	-3%	2%	-3	-7%	5%	1%	-8%	12	2%	-1
CCOc1ccc(Br)cc1S(=O)(=O)NC1CCCC1	0%	·	-3%	-6	-5%	3%	4%	-1%	0	·	·
COC(=O)C1=C(C)N(C)C(=S)NC1c1ccccc1 (stereo not given)	0%	-9%	6%	-4	6%	-2%	-2%	2%	-6	-3%	1
CC(C)CNC(=O)CCc1nc(-c2ccccc2)no1	3%	7%	-6%	-30	-1%	?	0%	0%	-4	-2%	-2
Cc1cccc(C(=O)NCC(=O)N2CC=C(c3ccccc3)CC2)c1	2%	·	-24%	6	-4%	-18%	-23%	0%	9	·	·
O=C(NCc1cccs1)c1cc(S(=O)(=O)N2CCCCC2)ccc1Cl	-2%	-11%	-2%	3	-3%	1%	7%	-3%	4	?	1
O=C(Cn1cnc([N+](=O)[O-])c1)NCc1ccc(F)cc1	-1%	-6%	-7%	-15	8%	0%	-13%	-1%	1	0%	0
O=C(NCc1ccccc1CN1CCCC1)c1cc2ccccc2o1	-1%	·	?	-12	-3%	1%	-27%	-2%	43[activator]	·	·
Cc1cc(OCC(=O)OCC(=O)NC2CCCCCC2)ccc1Cl	0%	·	18%	-37	11%	-1%	-2%	-1%	-2	·	·
CCOc1ccc(CNC(=O)C2CCN(C(=O)N3CC(C)Oc4ccccc43)CC2)cc1 (stereo not given)	-3%	-5%	3%	9	-1%	-1%	-9%	1%	-3	-7%	2
COc1cc(NC(=O)CN2C(=O)NC(C)(c3ccc4ccccc4c3)C2=O)c(C)cc1[N+](=O)[O-] (stereo not given)	-8%	-8%	5%	-6	-3%	0%	20%	-3%	15	?	4
COc1cccc(-n2nnc3c(=O)n(Cc4cccc(F)c4)cnc32)c1	3%	2%	7%	-24	2%	-13%	-7%	-18%	6	-16%	3
O=C(Cc1cccs1)NCc1ccccc1F	?	·	·	10	27%	?	-12%	5%	-9	?	1
N#CCc1ccc(NC(=O)Cn2c(=O)oc3ccccc32)cc1	-1%	-13%	2%	-5	-4%	1%	-2%	3%	0	17%	2
O=C(OC1CCOC1=O)c1cc(S(=O)(=O)N2CCOCC2)c(Cl)cc1Cl (stereo not given)	2%	·	6%	11	-4%	2%	-1%	-4%	-19	·	·
COC(=O)c1ccccc1NC(=O)Cn1c(CCC(=O)O)ccc1-c1cccs1	2%	18%	·	9	0%	?	2%	-3%	2	11%	4
Cc1cc(C(=O)CSc2nnc(Cc3ccccc3)o2)c(C)n1Cc1ccc2c(c1)OCO2	-6%	-20%	1%	1	-6%	-22%	20%	-6%	-10	-38%	-8
C=CCN1C(=O)c2ccc(C(=O)N(C)CC(=O)Nc3ccc(OCC)c(OCC)c3)cc2C1=O	-2%	·	11%	2	0%	0%	14%	0%	-3	·	·
OCCOCCn1c2ccccc2c2ccccc21	1%	1%	10%	5	4%	-1%	6%	8%	-1	2%	3
CCOC(=O)/C(C#N)=C/C=C1/C=CC=CN1C	16%	15%	3%	1	?	?	2%	23%	1	0%	-1
